IL1B secr inh = qHTS for Inhibitors of Inflammasome Signaling: IL-1-beta AlphaLISA Primary Screen; AID 743279, 2014; hit rate 4.7% among 360,000; activity change, % at 57.5 µM; THP-1 LPS/ATP IL-1B secretion, AlphaLISA, 16 h; hits give low values; in the data active = activity change below about -50%; inconclusive = mostly about -30% to -49%; also: % is scaled to controls: 0 for no effect and ±100 for the full control effect
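THP-1 cells pretreated 1 hr with compounds (up to 57.5 uM final), then stimulated with LPS (250 ng/mL final) plus ATP (1.25 mM final); secreted IL-1B measured by AlphaLISA after 16 hr, decreased signal indicating inhibition.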
HT1080 IDH1KD tx = qHTS for induction of synthetic lethality in tumor cells producing 2HG: qHTS for the HT-1080-IDH1KD cell line; Potency, µM (highest dose often 46.1 µM), for the others: at the highest dose activity, negative = toxicity, hits mostly cytotoxic; hit rate 2% among 360,000; HT-1080 IDH1 knockdown viability, ATP luminescence, 48 h; AID 686971, 2013;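 also: potency is read from the fitted curve at half-maximal effect; 0% = DMSO wells and -100% = cell-free medium wells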
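Cytotoxicity counter-line: IDH1KD HT-1080, 48 h, CellTiter-Glo. Curves classed by r2, magnitude and activity.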
HT1080-NT tox = qHTS for induction of synthetic lethality in tumor cells producing 2HG: qHTS for the HT-1080-NT fibrosarcoma cell line; Potency, µM (series often up to 46.1 µM), for the others: top-dose activity, negative = less viability, most hits filed as cytotoxic; hit rate 1.6% among 360,000; HT-1080-NT fibrosarcoma viability, CellTiter-Glo ATP luminescence, 48 h;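 also: NT is the 2HG producing partner of a matched IDH1 knockdown line; potency is read from the fitted curve at half-maximal effect; 0% = DMSO-treated cells and -100% = media-only wells without cells; nearly all actives have a fitted effect of over 55% in size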
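HT-1080-NT; 750 cells/well; 5% FBS RPMI; 48 h compound, 37 degrees C; CellTiter-Glo luminescence; curve fitting and curve-class assignment.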
MCF10A rerep = A quantitative high throughput screen for small molecules that induce DNA re-replication in MCF 10a normal breast cells; AID 624296, 2012; hit rate 2.9% among 350,000; Potency, µM (titrated, usually from 46.1 µM), without a hit: at the top dose activity, positive = re-replication, hits mostly activators; MCF 10A DNA re-replication, Hoechst nuclear intensity, 48 h; also: potency is read from the fitted curve at half-maximal effect; % of control where 0% means no effect; nearly all actives have a fitted effect of over 50% in size
KB-V1 MDR tox = qHTS assay for MDR1-selective chemotherapeutics: Primary screen using the drug-selected MDR subline cells KB-V1; KB-V1 MDR cells viability, CellTiter-Glo, 72 h; Potency, µM (top dose mostly 46.1 µM), without a hit: top-dose activity change, negative = cytotoxicity, actives largely listed as cytotoxic; hit rate 3.4% among 400,000; AID 1347076, 2019; also: potency is read from the fitted curve at half-maximal effect; % is scaled to controls: 0 for no effect and ±100 for the full control effect; nearly all actives have a fitted effect of over 60% in size
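Compound-treated KB-V1 multidrug-resistant cells, 72 h, 37 degrees C; viability by CellTiter-Glo. Fitted qHTS curves give the values.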
DRD3 agonist = qHTS of D3 Dopamine Receptor Agonist: qHTS; D(3) dopamine receptor (Homo sapiens), P35462; D3R DiscoveRx beta-arrestin cells, luminescence, 90 min; max activation, %; hit rate 0.58% among 410,000; in the data active = max activation above about 30%; also: 0% is about no effect; mostly tested at two doses, the higher about 12 µM
Target sequence (P35462 whole entry, looked up): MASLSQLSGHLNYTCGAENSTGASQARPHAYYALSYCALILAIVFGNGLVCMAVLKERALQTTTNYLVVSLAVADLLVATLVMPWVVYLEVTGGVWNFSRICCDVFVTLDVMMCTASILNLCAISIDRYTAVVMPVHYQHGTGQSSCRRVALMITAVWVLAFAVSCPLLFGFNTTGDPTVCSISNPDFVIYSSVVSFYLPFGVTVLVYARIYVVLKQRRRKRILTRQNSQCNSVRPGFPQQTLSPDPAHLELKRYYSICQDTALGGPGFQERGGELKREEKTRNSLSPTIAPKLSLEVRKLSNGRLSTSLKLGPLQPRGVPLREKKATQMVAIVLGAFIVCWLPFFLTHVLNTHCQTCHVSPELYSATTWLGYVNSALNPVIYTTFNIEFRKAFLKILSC
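Agonist mode: compounds and dopamine controls were applied to plated cells for 90 min at 37 degrees C after an overnight attachment at 1500 cells/well. Luminescent read-out followed 30 - 60 minutes at room temperature with DiscoveRx detection reagent.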
HEK293 tox = qHTS of GLP-1 Receptor Inverse Agonists: Cytotox Screen; hit rate 0.13% among 410,000; Potency, µM (highest dose often 38.3 µM), for inactives: top-dose activity change, negative = inhibition, hits mostly inhibitors; HEK293 cAMP-luciferase reporter cells, luminescence, 24 h;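 also: loss of luciferase light is scored as toxicity; potency is read from the fitted curve at half-maximal effect; % is scaled to controls: 0 for no effect and ±100 for the full control effect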
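To flag toxic compounds, the library was rerun on cells for 24 hr at 37 deg C and 5% CO2. Viability-linked luminescence was captured 12 min after adding luciferase detection reagent.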
SW480 rerep = A quantitative high throughput screen for small molecules that induce DNA re-replication in SW480 colon adenocarcinoma cells; SW480 DNA re-replication, Hoechst DNA content imaging, 48 h; Potency, µM (series often up to 46.1 µM), inactives show at the highest dose re-replication activation, actives largely listed as activators; hit rate 1.8% among 340,000; also: potency is read from the fitted curve at half-maximal effect; % of control where 0% means no effect; nearly all actives have a fitted effect of over 55% in size
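Cells (250 per well) received 23 nL compound or DMSO by pin tool and were kept 48 hr at 37 C, 5% CO2. Nuclei were then stained with Hoechst for 40 min and scanned for DNA content.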
KB-3-1 cytotox = qHTS assay for MDR1-selective chemotherapeutics: Primary screen using the parental adenocarcinoma cell KB-3-1; KB-3-1 viability, CellTiter-Glo ATP luminescence, 72 h; hit rate 1.4% among 400,000; AID 1347075, 2019; Potency, µM (top dose mostly 46.1 µM), for the others: top-dose activity change, negative = cytotoxic, most hits filed as cytotoxic; also: potency is read from the fitted curve at half-maximal effect; % is scaled to controls: 0 for no effect and ±100 for the full control effect; nearly all actives have a fitted effect of over 60% in size
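Multi-concentration cytotoxicity screen in KB-3-1 cells grown in DMEM lacking phenol red with 10% FBS. After 72 h at 37 °C with compound, ATP-dependent luminescence was recorded.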
* = called active by the depositor; ? = inconclusive; nt = no result given; & = joins results of further samples; [ ] = another dose, or the depositor's remark. Unless noted, calls follow the shape of the dose curve; as a rule, active = well fitted curve in the direction sought with a large enough effect; inconclusive = small, poorly fitted or top-dose-only effect, or another doubt; inactive = no such curve, though single readings can be large; an effect the other way counts as inactive or inconclusive.

SMILES	IL1B secr inh	HT1080 IDH1KD tx	HT1080-NT tox	MCF10A rerep	KB-V1 MDR tox	DRD3 agonist	HEK293 tox	SW480 rerep	KB-3-1 cytotox
O=C(COC(=O)CCC1CCCC1)Nc1ccccc1Br	0	2%	4%[9.24 µM]	-6%	?	-1	-13%	-16%	-18%
Cc1ccc(C(c2nnnn2C2CCCCC2)N2CCc3ccccc32)cc1 (stereo not drawn)	?	-2%	3%	?	?	8	-3%	7%	?
Cc1ccccc1C(=O)N1CCN(c2ncccn2)CC1	16	22%	9%	10%	10%	1	10%	4%	15%
COc1ccccc1/C=C/C(=O)Nc1ccc(S(=O)(=O)Nc2cc(C)nc(C)n2)cc1	36	0%	-1%	?	-7%	-2	-13%	-117%[inhibitor]	-6%
COc1cc(Cl)c(C)cc1NC(=O)CN(C)C1CCS(=O)(=O)C1 (stereo not drawn)	19	0%	-2%	2%	?	-3	5%	-11%	-3%
O=C(NCSc1ccncn1)c1ccccc1	-7	?	-4%	0%	13%	13	-5%	-2%	12%
Cc1cc(C)cc(NC(=O)C2CCCN(c3nnc(C)c4c(C)n(-c5ccccc5)nc34)C2)c1 (stereo not drawn)	nt	nt	nt	nt	3%	24	-9%	nt	12%
CCCSc1nnc(NC(=O)CSc2sc3c(O)cc(=O)[nH]c3c2C#N)s1	10	7%	12%	-26%	5%	0	0%	-24%	25%
Clc1ccc(-c2ccc(CNCC3CCCO3)o2)cc1 (stereo not drawn)	-77*	-27%	-20%	20%	-7%	-17	-15%	0%	6%
COc1cc(NC(=O)CSc2nnc(-c3ccncc3)o2)cc(OC)c1OC	16	19%	5%	0%	nt	3	0%	4%	nt
COc1ccc(Cc2nnc(NS(=O)(=O)c3ccc([N+](=O)[O-])cc3)s2)cc1	18	-1%	-19%	7%	11%	2	-11%	3%	-2%
CCCC(=O)OCc1cnc(C)c2oc(=O)c(C(=O)Nc3cccc(C(F)(F)F)c3)cc12	nt	nt	nt	nt	-6%	-2	4%	nt	-2%
Cc1ccc(OCC(=O)N(Cc2ccco2)c2c(N)n(Cc3ccccc3)c(=O)[nH]c2=O)cc1C	0	5%	7%	1%	-11%	7	?	-34%[inhibitor]	7%
Cc1ccc(NC(=O)CSc2ccc3c(c2)OCCO3)nc1	4	2%	0%	14%	20%	3	-5%	-3%	0%
CC(=O)/C=C1\OCc2ccccc21	-4	-2%	-1%	nt	-10%	-2	-11%	nt	-7%
COc1cc(Cl)c(C)cc1NC(=O)COc1ccc(C)nc1[N+](=O)[O-]	11	28%	16%	-3%	1%	12	4%	-7%	3%
Cc1ccccc1-c1nn2c(=O)cc(CN3CCN(C(=O)c4ccccc4Br)CC3)nc2s1	nt	nt	nt	nt	4%	-9	16%	nt	5%
COc1ccc(C(=O)C2CCCN(Cc3ccc4nonc4c3)C2)c(OC)c1 (stereo not drawn)	-69*	-26%	-15%	1%	-22%	-10	1%	4%	-22%
CCNC(=O)CC1C(=O)N(c2ccc(C)cc2)C(=O)N1Cc1ccc(C)cc1 (stereo not drawn)	nt	nt	nt	nt	0%	-12	5%	nt	22%
CC1(C(=O)Nc2ccc3c(c2)OCCO3)CSCC(=O)N1CCCN1CCOCC1 (stereo not drawn)	5	16%	14%	nt	2%	1	3%	nt	5%
CCn1c(=O)cc(NC2=NCC(C)CN2c2cccc(Cl)c2)n(C)c1=O (stereo not drawn)	-10	0%	5%	9%	-5%	-6	1%	2%	2%
O=C1NC(=O)C(c2ccccc2[N+](=O)[O-])=C1Nc1ccc(O)c(Cl)c1	48	-3%	-1%	-26%	-1%	-26	-5%	3%	0%
O=c1[nH][nH]c2c1[C@H](c1ccc(Cl)cc1)O[C@H](C1CCCCC1)C2	13	-1%	14%	nt	?	5	-4%	nt	-11%
CC(=O)c1c(C)[nH]c(C(=O)OCC(=O)NCCCc2ccccc2)c1C	0	-19%	-7%	9%	?	0	-6%	-5%	-18%
CCn1cc(C(=O)N2CCc3ccccc32)c(=O)c2cc(S(=O)(=O)N(C)C3CCCCC3)ccc21	-11	16%	3%	?	?	-1	?	6%&4%	11%
CC(C)(C)C(=O)Nc1nnc(-c2ccccc2)c(-c2ccccc2)n1	6	-8%	2%	1%	-1%	6	8%	-6%	16%
Brc1cc(Br)cc(CN2CCSCC2)c1	16	3%	11%	-3%	?	2	4%	-9%	-2%
Cc1nc(-c2cc(-c3nc(-c4ccc(C(F)(F)F)cc4)no3)no2)cs1	0	13%	20%	-2%	-6%	-11	9%	-14%	-15%
O=C(NC1CCCCC1)C(c1ccccn1)N(C(=O)c1csnn1)c1ccccc1F (stereo not drawn)	23	6%	6%	-15%	3%	0	-3%	?	6%
O=C(O)/C=C/C(=O)N1CCN(c2cccc(Cl)c2)CC1	-19	0%	-12%	15%	-25%	-17	15%	-672%[1.84 µM]	-11%
COc1cccc(OC)c1C(=O)Nc1ccc2c(c1)N(S(=O)(=O)c1cccs1)CCC2	?	-15%	-4%	3%	0%	-1	0%	3%	2%
O=C(Nc1ccc2c(c1)OCCO2)c1cccc(S(=O)(=O)N2CCOCC2)c1	0	0%	8%	4%	21µM*	3	-6%	6%	-19%
Cc1ccc(NC(=O)O/N=C/c2cccc([N+](=O)[O-])c2)cc1	-2	2%	14%	-3%	?	-2	6%	-7%	6%
O=[N+]([O-])c1cc(Cl)ccc1N1CCN(c2cccc(C(F)(F)F)c2)CC1	?	0%	2%	?	?	3	-2%[1.53 µM]	1%	-8%
Cc1ccc(-c2nc(CS(=O)CC(=O)NC3CCCC3)c(C)o2)cc1 (stereo not drawn)	11	-2%	1%	11%	-8%	0	-50%	-2%	-10%
O=C(CN1C(=O)NC2(CCCC2)C1=O)NNC(=O)c1ccc(Cl)cc1	3	9%	0%	-1%	?	0	5%	1%	-1%
CCOc1cc(NC(=S)NCc2ccccc2)c(OCC)cc1NC(=O)C(C)C	-18	-20%	-5%	91%	-19%	4	-10%	0%	-8%
Cc1ccc(-c2nc3cc(NC(=O)Cc4ccc(Cl)cc4)ccc3o2)cc1	nt	nt	nt	nt	0%	4	-5%	nt	1%
Cc1cc(NC(=O)Cc2ccccc2)cc(-c2nc3ccccc3o2)c1O	nt	nt	nt	nt	11%	-9	-1%	nt	6%
O=C(CSc1nc2ccccc2s1)Nc1ncccn1	24	6%	5%	5%	9%	-1	6%	-3%	0%
COc1ccc(C(=O)/C=C/C(=O)N(Cc2ccccc2)C(C(=O)NC2CCCCC2)c2ccncc2)c(O)c1 (stereo not drawn)	-21	-8%	-4%	1%	0.92µM*	-8	0%	19%	-14%
CC(NC(=O)c1cc(-c2ccc(Br)cc2)on1)c1ccccc1 (stereo not drawn)	11	5%	19%	?	6%	7	6%	?	-2%
Cc1c(NS(=O)(=O)c2ccc(Br)cc2)c(=O)n(-c2ccccc2)n1C	1	5%	1%	-3%	3%	5	4%	-6%	-1%
CC(=O)c1ccc(NC(=O)C(C)Nc2ccc(Cl)cc2)cc1 (stereo not drawn)	-14	-2%	-5%	11%	7%	-12	8%	-4%[1.84 µM]	2%
CCCCc1nn2c(=O)cc(COC(=O)c3ccc(NC(=O)CCc4ccccc4)cc3)nc2s1	nt	nt	nt	nt	28%	-5	2%	nt	-4%
C=CCc1ccc(OCCn2nnc3ccccc32)c(OC)c1	25	-13%	-28%	-1%	?	3	-23%	-6%	-29%
COC(=O)/N=C/c1c(NCc2ccccc2)nc2c(C)cccn2c1=O	56	-10%	1%	17%	-11%	-9	-14%	4%	-6%
CC(CNC(=O)COC(=O)c1cccs1)c1ccccc1 (stereo not drawn)	1	4%	-5%	-6%	4%	-7	5%	-4%	9%
C/C(=N\NC(=O)c1nn(C)c(C)c1Br)c1ccc(NC(=O)c2ccoc2C)cc1	-11	-1%	12%	-3%	2%	0	11%[1.53 µM]	-2%	-9%
O=C(Nc1ccc(Br)cc1)/C(=C/c1cccc([N+](=O)[O-])c1)NC(=O)C1CCCCC1	-15	-30%	-1%	18%	-12%	-9	?	-1%	8%

For reference, part of the list above.
SMILES	IL1B secr inh	HT1080 IDH1KD tx	HT1080-NT tox	MCF10A rerep	KB-V1 MDR tox	DRD3 agonist	HEK293 tox	SW480 rerep	KB-3-1 cytotox
Cc1c(NS(=O)(=O)c2ccc(Br)cc2)c(=O)n(-c2ccccc2)n1C	1	5%	1%	-3%	3%	5	4%	-6%	-1%
CC(=O)c1ccc(NC(=O)C(C)Nc2ccc(Cl)cc2)cc1 (stereo not drawn)	-14	-2%	-5%	11%	7%	-12	8%	-4%[1.84 µM]	2%

Following part
SMILES	IL1B secr inh	HT1080 IDH1KD tx	HT1080-NT tox	MCF10A rerep	KB-V1 MDR tox	DRD3 agonist	HEK293 tox	SW480 rerep	KB-3-1 cytotox
NC(=O)C1CCCN(C(=O)CCc2nnc(C3(c4ccc(Cl)cc4)CCC3)o2)C1 (stereo not drawn)	6	3%	2%	?	5%	-2	4%	0%	5%
Cc1c(NCc2cc(Cl)ccc2O)c(=O)n(-c2ccccc2)n1C	-8	-9%	-6%	0%	4%	-7	0%	-1%	11%
COC(=O)c1c(NC(=O)Cc2coc3ccc(C(C)C)cc23)sc2c1CCC2	nt	nt	nt	nt	-2%	-7	-1%	nt	-29%
Cc1c(Cl)cccc1NC(=O)CC(c1cccs1)N1Cc2ccccc2C1=O (stereo not drawn)	nt	nt	nt	nt	?	-12	-4%	nt	3%
CSc1cccc(NC(=O)N2CCN(c3cc(-c4noc(C)n4)ccc3C)CC2)c1	nt	nt	nt	nt	?	-4	2%	nt	1%
Cc1nc(Cc2nnc(SC(C)C(=O)Nc3cccc(C#N)c3)o2)cs1 (stereo not drawn)	8	0%	-1%	-2%	-1%	16	0%	4%	25%

Bioassay records deposited in PubChem by National Center for Advancing Translational Sciences (NCATS).
